High-throughput results deposited in PubChem BioAssay by several laboratories.
RGS8-Gao: regulators of human RGS8-Galphao interaction. P09471. multiplexed bead flow cytometry, RGS8-Galphao binding; actives lie on both sides. response (percent of control binding), % at 10 µM. 220,000 tested, 0.34% active; in the data active = response below about 60% or above about 140%; inactive = in between;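 note: Galphao activated as the GDP aluminium fluoride complex binding bead-coupled RGS8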
Mcl1 Bid PPI: disrupts binding of human Mcl-1 to Bid peptide | TR-FRET Mcl-1/Bid-Dy647 peptide binding, 1536-well | AID 1021 | 220,000 tested, 0.97% active | Q07820 | inhibition, % at 21.7 µM;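 active = compounds that cut the binding signal by more than half at the single screening dose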;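 note: His-tagged Mcl-1 with europium anti-His antibody binding Bid BH3 peptide; 0% = Mcl-1 plus peptide wells and 100% = peptide-only wells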
ABCG2 inh: inhibitors of human ABCG2 transporter, ABCB1 counter-screen. 190,000 tested, 0.1% active. Q9UNQ0. IgMXP3 cells, JC-1 efflux, flow cytometry. inhibition, % at 6.6 µM;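 active = inhibition above 80%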;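 note: 0% = DMSO and 100% = nicardipine control wells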
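Read-out basis: Efflux inhibition in percent versus controls | Test system: ABCG2 IgMXP3 and barcoded ABCB1 CCRF-Adr cell mix | Quantity: 3 million cells/mL in well | Schedule: 10 min at 25 °C | Control set: Nicardipine as high control, DMSO as low control | Reagent: JC-1 as fluorescent efflux pump substrate | Signal: Flow cytometry of retained JC-1 fluorescence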
Pf gametocyte: kills late stage P. falciparum gametocytes; P. falciparum stage V gametocytes, ATP luminescence, 24 h; inhibition, % at 10.9 µM; 150,000 tested, 0.065% active; AID 743093;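 active = inhibition above the mean plus 3 SD of compounds within the control limits, set per campaign, cut at about 38% in these data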;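 note: 0% = DMSO wells and 100% = medium only without gametocytes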
RGS7-Gao reg: modulates binding of RGS7 to human Galphao; Multiplexed bead flow cytometry; actives lie on both sides; binding response (% of control), % at 10 µM; 220,000 tested, 0.35% active; in the data active = binding response below about 49% or above about 150%; inconclusive = no clear call, values can overlap the other calls; inactive = in between;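 note: fluorescent Galphao held in activated GDP-AlF4 state binding bead-coupled RGS7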
RGS4-Gao reg: human RGS4-Galphao interaction regulation; P09471; Multiplexed bead flow cytometry, RGS4-Galphao binding; actives lie on both sides; binding response (% of control), % at 10 µM; 220,000 tested, 0.33% active; AID 1415; in the data active = binding response below about 49% or above about 150%; inactive = in between;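 note: fluorescent Galphao activated with aluminum fluoride binding bead-coupled RGS4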
GSH fluor: compound fluoresces at 488/530 nm on GSH beads; GSH beads flow cytometry, compound fluorescence 488/530 nm; active compounds read high; fluorescence (KMESF) at 10 µM; 190,000 tested, 0.25% active; AID 1776; in the data active = fluorescence above about 89;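 note: glutathione beads carrying GST-tagged Bcl family fusion proteins plus one bare bead set; values are compound well signal with DMSO vehicle wells as background; inactives centre near 16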
Mcl1 Noxa PPI: Mcl-1/Noxa interaction inhibition | AID 1022 | 220,000 tested, 1.5% active | TR-FRET Mcl-1/Noxa peptide binding, 2 h | inhibition, % at 21.7 µM | Q07820;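 active = compounds that cut the protein-peptide binding signal by more than 50% relative to plate controls in a single-dose test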;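 note: His-tagged Mcl-1 with rhodamine Noxa BH3 peptide and terbium anti-His antibody; 0% = Mcl-1 plus Noxa peptide wells and 100% = peptide-only wells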
Avidin fluor: compound fluoresces at 488/530 nm on avidin beads; compound fluorescence 488/530 nm, flow cytometry; active compounds read high; fluorescence (KMESF) at 10 µM; 220,000 tested, 0.38% active; AID 1775; in the data active = fluorescence above about 47; note: inactives centre near 10
ABCB1 block: human ABCB1 inhibition, ABCG2 as counter-screen | P08183 | 190,000 tested, 0.067% active | CCRF-Adr cells, JC-1 efflux, flow cytometry | inhibition, % at 6.6 µM; in the data active = inhibition above about 40%;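 note: 0% = vehicle and 100% = reference inhibitor; higher value means more JC-1 retained so stronger ABCB1 efflux block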
Bim-Mcl-1: human Bim-Mcl-1 interaction inhibition. Q07820. Bead-based flow cytometry, Bim peptide-Mcl-1 binding. inhibition, % at 10 µM. 190,000 tested, 0.1% active. AID 1009; in the data active = inhibition above about 40%;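 note: 0% = no compound tracer wells and 100% = peptide blocker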
The depositor's hits bear a star; ? = inconclusive; . = not tested or not shown; [ ] = another dose, or the depositor's remark. Rows are unselected; overall some 3.3% were active at least once.

Start of the data: the first 3 entries, to show the layout:
SMILES | RGS8-Gao | Mcl1 Bid PPI | ABCG2 inh | Pf gametocyte | RGS7-Gao reg | RGS4-Gao reg | GSH fluor | Mcl1 Noxa PPI | Avidin fluor | ABCB1 block | Bim-Mcl-1
C/C(=N\NC(N)=O)c1cc(Cl)cc(Cl)c1O | 106 | -37 | . | 10 | ? | 108 | . | -8 | 7 | . | .
C=CCOC(=O)C1C(=O)CC(C)(O)C(C(=O)OCC=C)C1c1ccc(N(C)C)cc1 (stereo unspecified) | 102 | -51 | -1 | -13 | 108 | 107 | 11 | 28 | 6 | -0.2 | -1
O=C1c2nc3ccccn3c2C(=O)N1Cc1ccccc1 | 92 | 16 | 6 | 18 | 78 | 80 | 11 | 2 | 21 | 0.5 | -1

Results, from the start:
SMILES | RGS8-Gao | Mcl1 Bid PPI | ABCG2 inh | Pf gametocyte | RGS7-Gao reg | RGS4-Gao reg | GSH fluor | Mcl1 Noxa PPI | Avidin fluor | ABCB1 block | Bim-Mcl-1
C/C(=N\NC(N)=O)c1cc(Cl)cc(Cl)c1O | 106 | -37 | . | 10 | ? | 108 | . | -8 | 7 | . | .
C=CCOC(=O)C1C(=O)CC(C)(O)C(C(=O)OCC=C)C1c1ccc(N(C)C)cc1 (stereo unspecified) | 102 | -51 | -1 | -13 | 108 | 107 | 11 | 28 | 6 | -0.2 | -1
O=C1c2nc3ccccn3c2C(=O)N1Cc1ccccc1 | 92 | 16 | 6 | 18 | 78 | 80 | 11 | 2 | 21 | 0.5 | -1
CO/N=C/CC(=O)Nc1ccc(F)cc1F | 102 | 5 | 1 | . | 99 | 99 | 34 | -10 | 11 | -0.1 | -2
O=C(OCCN1CCOCC1)c1cccs1 | 104 | 12 | 2 | . | 99 | 102 | 28 | 4 | 12 | -0.1 | -6
O=[N+]([O-])c1cccc(/C([O-])=C(/C(=S)Nc2ccccc2)[n+]2ccccc2)c1 | 78 | -46 | 1 | -21 | 97 | 90 | 7 | 28 | 0 | 0.1 | -1
COC(=O)C(NNc1ccccc1)(NC(=O)c1cccc(F)c1)C(F)(F)F (stereo unspecified) | 92 | -31 | 4 | . | 99 | 100 | 26 | 12 | 3 | 1.2 | -2
Cc1ccc(Cn2ccc(NC(=O)c3nc4ncccn4n3)n2)cc1 | 99 | -2 | 3 | . | 100 | 99 | 11 | 14 | 9 | 1.1 | -2
COc1cc2c(cc1NC(=O)C(C)OC(=O)/C=C/c1ccc(OC(F)F)cc1)oc1ccccc12 (stereo unspecified) | 102 | -12 | 28 | -23 | 106 | 103 | 11 | 8 | 14 | 0.6 | -7
Cc1nc2ncnn2c(N2CCN(C(c3ccccc3)c3ccccc3)CC2)c1C | 104 | 5 | 4 | 8 | 100 | 102 | 17 | 1 | 24 | 1.2 | -3
Cc1ccccc1C(=O)Nc1nnc(SC(C)C)s1 | 99 | -6 | -1 | 24 | 99 | 96 | 14 | 12 | 10 | -0.2 | -2
CCC1CCCCN1S(=O)(=O)c1ccc(S(=O)(=O)N(Cc2cccs2)C2CC2)cc1 (stereo unspecified) | 100 | 1 | 3 | 6 | 97 | 98 | 27 | -9 | 13 | 1.8 | -2
COc1cc(/C=N/NC(=O)C2CCN(CC(O)COCc3ccccc3)CC2)ccc1O (stereo unspecified) | 101 | -18 | 0 | -4 | 106 | 102 | 20 | 0 | 7 | -0.4 | 0
CCN(CC)S(=O)(=O)c1ccc(OC)c(NC(=O)COc2ccc3c(C)cc(=O)oc3c2)c1 | 98 | -35 | 4 | . | 94 | 91 | 13 | -102 | 10 | 0.6 | 0
CCOc1ccc(N2C(=O)CC(Sc3ccccc3C(=O)O)C2=O)c([N+](=O)[O-])c1 (stereo unspecified) | 95 | 7 | 0 | 13 | ? | 101 | 15 | 26 | 10 | 0.2 | -1
O=C1CC(c2ccc(S(=O)(=O)NC3CC3)cc2)CN1 (stereo unspecified) | 98 | -16 | 0 | . | 98 | 100 | 24 | -7 | 6 | 0.0 | -2
O=c1oc2ccccc2c2c1C(c1ccc(Cl)cc1)Nc1ccc3ccccc3c1-2 (stereo unspecified) | 101 | -9 | 0 | . | 101 | 103 | 7 | 6 | 10 | -0.2 | 4
Cc1ccc(NC(=O)c2ccc(-c3nn(C)c(=O)c4ccccc34)cc2)cc1 | 102 | -11 | 76 | 14 | 95 | 99 | 38 | 6 | 12 | 11 | -4
CCN1CCCC1CN(Cc1cc2ccc(C)c(C)c2[nH]c1=O)C(=O)Nc1ccccc1OC (stereo unspecified) | 119 | -22 | -2 | . | 108 | 109 | 30 | -10 | 14 | -0.5 | -5
O=C(O)COc1ccc(S(=O)(=O)c2ccc(OCC(=O)O)cc2)cc1 | 95 | 45 | -2 | -15 | 96 | 95 | 38 | 14 | 3 | -2.0 | 1
O=C(O)CCSc1ncnc2sc(-c3ccccc3)cc12 | 114 | -21 | . | 4 | . | 262*[activator] | . | -1 | 86* | . | .
CCN(CC)CCN(C(=O)c1ccc(S(=O)(=O)N2CCCCC2)cc1)c1nc2cc3c(cc2s1)OCO3 | 97 | -10 | 0 | . | 99 | 100 | 9 | 23 | 25 | 2.0 | -21
CCOC(=O)c1sc2cc([N+](=O)[O-])cc(SCCO)c2c1N | 94 | -2 | 82* | -3 | 100 | 97 | 10 | 29 | 15 | 2.5 | 0
COc1ccccc1CNc1ccc(N2CCCCC2)cc1 | 78 | -30 | 2 | . | 83 | 93 | 16 | 19 | 7 | 0.4 | 0
CCN(CC)C(=O)C1CCCN(Cc2ccc(F)c(F)c2)C1 (stereo unspecified) | 101 | 7 | 2 | . | 98 | 100 | 24 | 16 | 10 | 0.8 | -3
CC1CCc2c(sc(NC(=O)c3ccc(Cn4cc([N+](=O)[O-])cn4)o3)c2C#N)C1 (stereo unspecified) | 95 | -26 | 15 | . | 92 | 96 | 22 | 47 | 7 | 3.2 | 4
CC(C)C(=O)Nc1cc2c(cc1C(=O)c1ccccc1)OCCO2 | 98 | -3 | 1 | -47 | 97 | 98 | 22 | 7 | 5 | 0.5 | -2
COC(=O)[C@H](C)NC(=O)Nc1ccccc1F | 101 | -32 | -1 | 0 | 98 | 99 | 13 | -5 | 7 | 1.4 | -1
CCOc1cc(CNc2ccccc2)cc(Br)c1OCc1ccccc1F | 99 | -55 | -1 | -23 | 94 | 100 | 17 | -4 | 6 | -0.6 | 0
O=C(CN1C(=O)C2CC=CCC2C1=O)Nc1ccc(S(=O)(=O)Nc2nccs2)cc1 (stereo unspecified) | 102 | -33 | . | 0 | ? | 104 | . | -9 | . | . | .
COCCNS(=O)(=O)c1ccc(-c2ccc(C)cc2)cc1 | 99 | -4 | 0 | . | 97 | 98 | 14 | 0 | 8 | 0.1 | 0
O=C(CCCCCNC(=O)c1ccccc1)C[N+](=O)[O-] | 102 | -9 | -1 | -3 | 96 | 104 | 68 | 12 | 14 | -0.1 | 1
COc1ccc(OCCCC(=O)Oc2ccc(OC)cc2)cc1 | 96 | 8 | 2 | . | 98 | 98 | 13 | 3 | 14 | 0.8 | 0
Cc1nnc(NCc2ccco2)c2ccccc12 | 104 | -29 | 12 | . | 101 | 101 | 13 | 1 | 6 | 0.7 | 2
O=C(C1CCCN(Cc2ccccc2C(F)(F)F)C1)N1CCCCC1 (stereo unspecified) | 98 | 25 | 3 | 15 | 95 | 93 | 29 | 29 | 10 | 1.1 | -2
O=C(CCC1CCCC1)N1CCN(S(=O)(=O)Cc2ccccc2)CC1 | 107 | -3 | 0 | . | 107 | 115 | 9 | -22 | 19 | 0.4 | 1
O=C(CN1CCCCC1)Nc1ccccc1 | 100 | -38 | 3 | . | 98 | 96 | 24 | 15 | 12 | 0.8 | -6
O=C1CSC(=O)N1CC(O)COc1ccc(Cl)cc1 (stereo unspecified) | 100 | -2 | -2 | 8 | 97 | 101 | 37 | -11 | 6 | -2.2 | -1
CCOC(=O)c1c(NC(=O)Cn2cnc([N+](=O)[O-])n2)sc2c1CCCC2 | 99 | -2 | 25 | . | 103 | 98 | 11 | 4 | 9 | 2.0 | -5
NC(=O)[C@@H]1CCCCNc2c(F)cc([N+](=O)[O-])cc2C(=O)N[C@@H](CC(=O)O)C(=O)NCC(=O)N1 | 96 | 0 | 1 | -12 | 100 | 99 | 19 | 19 | 11 | 0.4 | -1
O=C(Cc1coc2ccc3ccccc3c12)N1CCc2ccccc21 | 99 | -17 | 19 | -21 | 99 | 98 | 27 | -10 | 11 | 0.9 | 0
COc1cccc(-c2csc(N3CCN(S(=O)(=O)c4ccc(F)cc4)CC3)n2)c1 | 103 | -26 | 0 | -3 | 99 | 101 | 10 | -1 | 9 | -0.1 | -5
CC1CCN(S(=O)(=O)c2ccc3ncn(CC(=O)N4CCN(C)CC4)c(=O)c3c2)CC1 | 96 | -29 | 3 | . | 90 | 89 | 15 | 6 | 6 | 0.6 | -1
CSc1nc(-c2ccc(Cl)cc2)c(C#N)c(=O)n1C | 102 | -17 | 1 | 5 | 102 | 97 | 23 | 4 | 11 | 0.2 | 5
Nc1ccc2nc(-c3cc(Cl)c(N)c(Cl)c3)[nH]c2c1 | 101 | -5 | -7 | 2 | 101 | 102 | 10 | -81 | 17 | -2.5 | -2
O=C(Nc1nc2ccccc2[nH]1)c1ccc(Cl)c([N+](=O)[O-])c1 | 100 | 9 | 0 | 1 | 103 | 100 | 15 | 82* | 7 | -0.2 | 0
O=C(c1ccc2c(c1)OCCO2)C1CCN(C(=O)c2ccc(F)cc2)CC1 | 76 | -20 | 6 | . | 79 | 81 | 34 | 8 | 0 | 0.8 | 1
O=C(NC(=S)NNC(=O)c1ccccc1O)c1ccco1 | 108 | -83 | 1 | -51 | 103 | 102 | 9 | 3 | 22 | -1.0 | -8
Cc1csc(NC(=O)c2ccccc2O)n1 | 99 | -7 | 0 | . | 98 | 100 | 25 | 8 | 23 | 0.0 | 0
COc1cccc2cc(C(=O)c3ccccc3)oc12 | 102 | -24 | 18 | -7 | 106 | 103 | 13 | 3 | 6 | 2.2 | 0
CCSc1ccc(-c2nn(-c3ccccc3)cc2/C=C(/C#N)C(=O)NCCCOC)cc1 | 126 | -15 | -9 | . | 106 | 103 | 14 | -3 | 11 | -1.2 | 5
CC(C)CCNC(=O)C1CC(c2cccc(F)c2)=NO1 (stereo unspecified) | 102 | -12 | . | 4 | ? | 99 | . | 15 | 14 | . | .
CC(C)CC(=O)N=Nc1c(O)[nH]c2ccccc12 | 107 | -9 | 4 | . | 104 | 105 | 10 | 15 | 24 | 0.0 | 0
COc1ccc(CNC(=O)c2ccc(=O)oc2)cc1OC | 99 | -21 | 1 | . | 99 | 96 | 13 | -2 | 7 | -0.1 | 0
